High-throughput results (PubChem BioAssay)
PfHsp90 set2 = growth inhibition of PfHsp90-expressing yeast, primary screen, antimalarial PfHsp90 inhibitor project, S. cerevisiae, BacTiter-Glo luminescence, single point, set 2 | BacTiter-Glo ATP, 48 h; yeast lacking PDR1 and PDR3 efflux regulators | inhibition, % at 9.4 µM | 0.32% of 310,000 active | AID 504621, 2011;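 active means every replicate shows inhibition above about 80%, whatever the replicate mean, limit read from the data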;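 further: 0% = DMSO neutral controls and 100% = 20 µM radicicol positive controls; yeast relying on Plasmodium falciparum Hsp90 in place of its own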
dFosB activator = activators of delta FosB homodimer, primary screen, biochemical, fluorescence polarization, TAMRA-CDK5 oligo, single point | Protein FosB (Mus musculus), P13346 | purified delta FosB; percent of positive-control signal above neutral wells | activation, % at 25 µM | 0.99% of 340,000 active | AID 493131, 2011;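 active means mean activation above about 17%, with every replicate also reaching it, limit read from the data, passing the limit was not always enough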;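 further: fluorescence polarization rise as delta FosB binds a TAMRA Cdk5 AP-1 oligo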
MITF act = activators of MITF-driven TRPM1 promoter reporter, primary screen, cell-based, SK-MEL-5, luciferase, single point; SK-MEL-5 TRPM1-promoter luciferase, 24 h; % of positive control, neutral wells = 0; activation, % at 12.5 µM; 0.75% of 300,000 active;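 active means mean activation of at least 80% with every replicate also reaching 80%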;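 further: 0% = neutral control wells and 100% = parthenolide positive control wells; values of inactives mirror those of a sister screen read the other way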
SR-BI uptake up = activators of SR-BI mediated DiI-HDL uptake, primary screen, ldlA[mSR-BI] CHO cells, DiI fluorescence. 3 h; 100 = double the neutral-control signal. activation, % at 12.5 µM. 0.096% of 320,000 active;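 active means mean replicate activation of at least 60% and every replicate at or above 60%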;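 further: 0% = median plate neutral-control signal and 100% = twice that signal; values of inactives mirror those of a sister screen read the other way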
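Material – SR-BI-overexpressing, LDLR-lacking CHO cells · Medium – BSA-supplemented, HEPES-buffered Ham's F12, pH 7.4 · Doses – single concentration · Times – compound with DiI-HDL co-incubation, 3 h at 37 °C · Measured by – bottom-read fluorescence, 550/595 nm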
Rtt109 Vps75 = inhibitors of C. albicans Rtt109/Vps75 HAT, primary screen, biochemical, ThioGlo CoA-SH fluorescence, plate reader; Histone acetyltransferase RTT109 (Candida albicans (strain SC5314 / ATCC MYA-2876)), …; purified Rtt109/Vps75, 4 h; inhibition, % at 34.9 µM; 0.16% of 330,000 active;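 active means inhibition of at least 50% in every replicate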
NSD2 inh = NSD2 histone methyltransferase inhibitors, primary screen, biochemical, AlphaScreen, single concentration, set 2; 0.54% of 310,000 active; AID 743445, 2014; inhibition, % at 12.5 µM; Histone-lysine N-methyltransferase NSD2 (Homo sapiens), O96028; NSD2 peptide methylation, 120 min; in the data active means inhibition above about 50%
Target sequence (O96028 whole entry, looked up): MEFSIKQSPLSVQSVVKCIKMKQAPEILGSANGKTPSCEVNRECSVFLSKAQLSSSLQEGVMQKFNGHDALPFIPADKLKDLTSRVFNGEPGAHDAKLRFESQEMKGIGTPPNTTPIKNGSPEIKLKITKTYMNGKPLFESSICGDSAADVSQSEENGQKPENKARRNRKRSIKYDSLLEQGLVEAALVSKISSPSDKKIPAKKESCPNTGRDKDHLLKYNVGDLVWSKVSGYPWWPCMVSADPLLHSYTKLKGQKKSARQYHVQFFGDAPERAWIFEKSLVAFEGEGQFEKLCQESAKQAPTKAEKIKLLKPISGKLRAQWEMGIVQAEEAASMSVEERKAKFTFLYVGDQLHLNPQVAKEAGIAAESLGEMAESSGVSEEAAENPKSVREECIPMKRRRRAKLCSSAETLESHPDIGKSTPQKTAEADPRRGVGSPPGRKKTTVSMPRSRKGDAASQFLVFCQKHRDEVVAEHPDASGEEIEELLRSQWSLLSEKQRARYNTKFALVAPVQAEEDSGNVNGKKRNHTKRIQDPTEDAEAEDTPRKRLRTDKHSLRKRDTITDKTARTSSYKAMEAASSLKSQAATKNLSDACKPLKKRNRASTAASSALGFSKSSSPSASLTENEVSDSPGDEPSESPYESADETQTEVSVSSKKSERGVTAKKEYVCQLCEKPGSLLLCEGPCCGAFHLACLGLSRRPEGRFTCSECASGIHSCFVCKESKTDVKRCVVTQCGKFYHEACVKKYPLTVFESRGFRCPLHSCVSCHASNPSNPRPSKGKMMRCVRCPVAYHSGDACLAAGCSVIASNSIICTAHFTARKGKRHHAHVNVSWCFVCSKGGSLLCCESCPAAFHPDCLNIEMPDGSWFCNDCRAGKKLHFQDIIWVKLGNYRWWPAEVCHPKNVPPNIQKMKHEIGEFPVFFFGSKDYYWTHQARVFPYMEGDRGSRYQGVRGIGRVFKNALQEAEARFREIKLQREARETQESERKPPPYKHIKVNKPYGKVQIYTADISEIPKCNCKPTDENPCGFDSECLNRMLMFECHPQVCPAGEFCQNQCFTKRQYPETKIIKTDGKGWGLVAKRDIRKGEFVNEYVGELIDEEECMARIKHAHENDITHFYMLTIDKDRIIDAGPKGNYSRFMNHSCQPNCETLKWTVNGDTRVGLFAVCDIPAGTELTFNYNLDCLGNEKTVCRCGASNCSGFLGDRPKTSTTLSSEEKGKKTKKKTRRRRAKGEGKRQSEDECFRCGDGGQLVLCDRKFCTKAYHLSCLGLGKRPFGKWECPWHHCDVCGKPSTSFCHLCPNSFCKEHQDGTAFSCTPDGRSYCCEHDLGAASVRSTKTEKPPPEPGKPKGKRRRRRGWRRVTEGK
CAL PDZ FP-1 = CAL PDZ peptide-binding inhibitors, primary screen, biochemical, fluorescence polarization, Cer-tagged CAL PDZ, HTS; inhibition, % at 20 µM; AID 504414, 2011; purified CAL PDZ, TMR-peptide fluorescence polarization, 1 h; Golgi-associated PDZ and coiled-coil motif-containing protein (Homo sapiens), Q9HD26; 0.02% of 330,000 active;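 active means highest replicate inhibition of at least 40%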;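 further: plate controls were DMSO neutral control wells for no effect and unlabeled competitor peptide control wells for full effect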
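System: tagged CAL PDZ domain. Schedule: 1 h room-temperature incubation prior to read. Signal: fluorescence polarization (mP). Measure: percent inhibition from loss of millipolarization.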
CAL PDZ FP-2 = untagged CAL PDZ binding inhibitors, primary screen, biochemical, fluorescence polarization, HTS; inhibition, % at 24.9 µM; 0.92% of 300,000 active; purified CAL PDZ, TMR-peptide fluorescence polarization, 1 h; AID 602252, 2012;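 active means mean inhibition of at least 30% with at least half of replicates also reaching 30%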;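 further: 0% = DMSO neutral control and 100% = excess unlabeled competitor peptide PRC23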
SR-BI DiI inh = inhibitors of SR-BI mediated HDL lipid uptake, primary screen, ldlA[mSR-BI] cells, fluorescence, single point; ldlA[mSR-BI] CHO cells, DiI-HDL uptake fluorescence, 3 h; inhibition, % at 12.5 µM; 0.96% of 320,000 active;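 active means mean replicate inhibition of at least 70% and a set share of replicates each scoring 70 or more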;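 further: 0% = median of neutral control wells and 100% = median of positive control wells; values of inactives mirror those of a sister screen read the other way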
PvdQ inh = P. aeruginosa PvdQ acylase inhibitors, primary screen, biochemical, fluorescence, plate reader and imaging, single point | inhibition, % at 10 µM | purified PvdQ acylase | 0.063% of 340,000 active | PvdQ acylase [Pseudomonas aeruginosa LESB58]; in the data active means inhibition above about 30%, passing the limit was not always enough;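 further: 0% = vehicle neutral wells and 100% = reference inhibitor wells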
Starred values were filed as active, the others as inactive.

Results for Cc1cc(C)n(C(=O)CNC(=O)COc2ccccc2)n1 ?
PfHsp90 set2: -1; dFosB activator: -2; MITF act: -6; SR-BI uptake up: -12; Rtt109 Vps75: -10; NSD2 inh: -6; CAL PDZ FP-1: 0.0; CAL PDZ FP-2: 2; SR-BI DiI inh: 12; PvdQ inh: -14

What do the screens show for `CC(=O)OC1CCC2(C)C(=CCC3C4CC(=O)N(O)C(=O)C4(C)CCC32)C1` (configuration not stated)?
dFosB activator: -18; MITF act: -6; SR-BI uptake up: 19; Rtt109 Vps75: 1; NSD2 inh: 3; CAL PDZ FP-1: -2.6; CAL PDZ FP-2: -4; SR-BI DiI inh: -19; PvdQ inh: -6

Results for O=C(Cn1nc(C(=O)O)c2ccccc2c1=O)NC12CC3CC(CC(C3)C1)C2 ?
PfHsp90 set2: 1; dFosB activator: -2; MITF act: 7; SR-BI uptake up: 6; Rtt109 Vps75: 3; NSD2 inh: -1; CAL PDZ FP-2: -4; SR-BI DiI inh: -6; PvdQ inh: 9

Results for O=C1CC(c2ccc3c(c2)OCO3)Sc2nc3ccccc3n21 (configuration not stated) ?
PfHsp90 set2: 1; dFosB activator: -7; MITF act: 12; SR-BI uptake up: 5; Rtt109 Vps75: 2; NSD2 inh: -1; CAL PDZ FP-1: -1.2; CAL PDZ FP-2: 0; SR-BI DiI inh: -5; PvdQ inh: 16

How did COc1ccc(N/C(N)=N/c2nc(C)cc(=O)[nH]2)cc1 do in these assays?
PfHsp90 set2: -9; dFosB activator: -4; MITF act: -6; SR-BI uptake up: -10; Rtt109 Vps75: -21; NSD2 inh: 1; CAL PDZ FP-1: 0.1; CAL PDZ FP-2: -3; SR-BI DiI inh: 10; PvdQ inh: -7

How did OCCNc1nc(Nc2ccccc2)nc(Nc2ccccc2)n1 do in these assays?
PfHsp90 set2: -26; dFosB activator: -5; MITF act: 9; SR-BI uptake up: -21; Rtt109 Vps75: 5; NSD2 inh: 0; CAL PDZ FP-1: -0.8; CAL PDZ FP-2: -8; SR-BI DiI inh: 21; PvdQ inh: 1

Results for O=C(O)C1CCCCC1C(=O)NCCc1cccc(Cl)c1 (configuration not stated) ?
PfHsp90 set2: 4; dFosB activator: -4; SR-BI uptake up: 6; Rtt109 Vps75: -14; NSD2 inh: 2; CAL PDZ FP-1: 0.9; CAL PDZ FP-2: -2; SR-BI DiI inh: -6; PvdQ inh: 13

Results for OC(COc1ccc(OCC(O)CN2CCCCCC2)cc1)CN1CCCCCC1 (configuration not stated) ?
PfHsp90 set2: -10; dFosB activator: 3; MITF act: 5; SR-BI uptake up: 26; Rtt109 Vps75: -2; CAL PDZ FP-2: 2; SR-BI DiI inh: -26; PvdQ inh: -16

What do the screens show for `CCCCN(C(=O)c1cc(-c2ccc(F)cc2)nc2ccccc12)c1c(N)n(CCCC)c(=O)[nH]c1=O`?
dFosB activator: 15; MITF act: -69; SR-BI uptake up: -16; Rtt109 Vps75: 3; NSD2 inh: -1; CAL PDZ FP-1: -2.8; CAL PDZ FP-2: 4; SR-BI DiI inh: 16; PvdQ inh: -2

What do the screens show for `COc1ccc(C)cc1NC(=O)CN(C)S(=O)(=O)c1ccc2c(c1)c(=O)n(C)c(=O)n2C`?
PfHsp90 set2: 9; dFosB activator: 2; MITF act: -1; SR-BI uptake up: -1; Rtt109 Vps75: -9; CAL PDZ FP-1: -0.2; SR-BI DiI inh: 1; PvdQ inh: -15

What do the screens show for `Cc1cc(NC(=O)CSc2nnc(Cn3c(=O)sc4ccccc43)n2-c2ccccc2C)no1`?
dFosB activator: -14; SR-BI uptake up: -14; Rtt109 Vps75: -1; CAL PDZ FP-1: -0.4; SR-BI DiI inh: 14; PvdQ inh: 2

Results for Cc1ccc(-c2nc(CS(=O)CC(=O)NCCN3CCCCC3C)c(C)o2)cc1 (configuration not stated) ?
PfHsp90 set2: -16; dFosB activator: -6; MITF act: 6; SR-BI uptake up: 19; Rtt109 Vps75: 4; NSD2 inh: 16; CAL PDZ FP-1: -1.1; CAL PDZ FP-2: 2; SR-BI DiI inh: -19; PvdQ inh: -8

What do the screens show for `CCOC(=O)c1ccc(S(=O)(=O)NC2CCCCCCC2)n1C`?
PfHsp90 set2: 2; dFosB activator: 1; MITF act: 3; Rtt109 Vps75: 1; NSD2 inh: -1; CAL PDZ FP-1: -1.5; CAL PDZ FP-2: 1; PvdQ inh: -6

How did CNC(=O)/C(C#N)=C/c1cc(C)n(-c2ccc(N3CCOCC3)cc2)c1C do in these assays?
PfHsp90 set2: -12; dFosB activator: -4; SR-BI uptake up: 5; Rtt109 Vps75: -1; NSD2 inh: 0; CAL PDZ FP-1: 0.2; CAL PDZ FP-2: -7; SR-BI DiI inh: -5; PvdQ inh: -6

Results for Cn1cnnc1SCC(=O)NN(c1ccccc1)c1ccccc1 ?
PfHsp90 set2: 28; dFosB activator: -1; MITF act: 0; SR-BI uptake up: 14; Rtt109 Vps75: -3; NSD2 inh: 9; CAL PDZ FP-1: -2.2; CAL PDZ FP-2: -4; SR-BI DiI inh: -14; PvdQ inh: -8

The list goes on, overlapping the part above by 2 compounds.
How did CNC(=O)/C(C#N)=C/c1cc(C)n(-c2ccc(N3CCOCC3)cc2)c1C do in these assays?
PfHsp90 set2: -12; dFosB activator: -4; SR-BI uptake up: 5; Rtt109 Vps75: -1; NSD2 inh: 0; CAL PDZ FP-1: 0.2; CAL PDZ FP-2: -7; SR-BI DiI inh: -5; PvdQ inh: -6

Results for Cn1cnnc1SCC(=O)NN(c1ccccc1)c1ccccc1 ?
PfHsp90 set2: 28; dFosB activator: -1; MITF act: 0; SR-BI uptake up: 14; Rtt109 Vps75: -3; NSD2 inh: 9; CAL PDZ FP-1: -2.2; CAL PDZ FP-2: -4; SR-BI DiI inh: -14; PvdQ inh: -8

Results for CCOC(=O)c1ccccc1NC(=S)N1CCC(C)CC1 ?
PfHsp90 set2: 11; dFosB activator: 0; MITF act: 7; SR-BI uptake up: -12; Rtt109 Vps75: -5; NSD2 inh: -4; CAL PDZ FP-1: -0.8; CAL PDZ FP-2: -4; SR-BI DiI inh: 12; PvdQ inh: -5

What do the screens show for `CSc1ncccc1C(=O)Nc1ccc(F)c(F)c1F`?
PfHsp90 set2: -13; dFosB activator: -3; MITF act: 20; SR-BI uptake up: 0; Rtt109 Vps75: -2; NSD2 inh: 9; CAL PDZ FP-1: -1.8; CAL PDZ FP-2: 0; SR-BI DiI inh: 0; PvdQ inh: -9

What do the screens show for `CCOC(=O)C1CCN(C(=O)c2c(-c3c(F)cccc3Cl)noc2C)CC1`?
dFosB activator: 2; SR-BI uptake up: 9; Rtt109 Vps75: -4; NSD2 inh: -7; CAL PDZ FP-1: 0.0; CAL PDZ FP-2: 1; SR-BI DiI inh: -9; PvdQ inh: -2

How did COc1ccc(CCNC(=O)CSc2nnc(Cc3cccn3C)n2C)cc1OC do in these assays?
PfHsp90 set2: -14; dFosB activator: 3; MITF act: -7; SR-BI uptake up: 13; Rtt109 Vps75: 1; NSD2 inh: 15; CAL PDZ FP-1: -1.4; CAL PDZ FP-2: -7; SR-BI DiI inh: -13; PvdQ inh: -6

Results for Cc1cccc(NC(=O)CSc2ccc3nnc(-c4cccnc4)n3n2)c1 ?
PfHsp90 set2: 7; dFosB activator: -9; MITF act: -8; SR-BI uptake up: 0; Rtt109 Vps75: 12; NSD2 inh: -1; CAL PDZ FP-1: -1.7; CAL PDZ FP-2: -1; SR-BI DiI inh: 0; PvdQ inh: 5

What do the screens show for `COc1ccc(-c2oc3cc(O)c(OC)c(O)c3c(=O)c2OC)cc1`?
PfHsp90 set2: 21; dFosB activator: 0; MITF act: 17; SR-BI uptake up: 5; Rtt109 Vps75: 2; CAL PDZ FP-1: -0.2; CAL PDZ FP-2: 1; SR-BI DiI inh: -5; PvdQ inh: -7

What do the screens show for `CC1(C)Oc2ccc3ccc(=O)oc3c2/C(=C/Nc2ccccc2)C1=O`?
PfHsp90 set2: 5; dFosB activator: -8; SR-BI uptake up: -19; Rtt109 Vps75: -2; NSD2 inh: 5; CAL PDZ FP-1: 0.8; SR-BI DiI inh: 19; PvdQ inh: -8

What do the screens show for `C#CCn1cc[n+](CC(=O)N(C)C)c1`?
PfHsp90 set2: 6; dFosB activator: -3; MITF act: -4; SR-BI uptake up: 29; NSD2 inh: -2; CAL PDZ FP-1: -2.0; CAL PDZ FP-2: 1; SR-BI DiI inh: -29; PvdQ inh: 10

What do the screens show for `CCN(CC)S(=O)(=O)c1ccc(NC(=O)Cn2c(=O)sc3ccccc32)cc1`?
PfHsp90 set2: -31; dFosB activator: -12; MITF act: -9; SR-BI uptake up: -42; Rtt109 Vps75: -2; NSD2 inh: -1; CAL PDZ FP-1: -1.7; CAL PDZ FP-2: -5; SR-BI DiI inh: 42; PvdQ inh: -16

Results for CN(C(=O)COC(=O)c1cc(F)c(F)cc1Cl)c1ccccc1 ?
PfHsp90 set2: 22; dFosB activator: -7; MITF act: 10; Rtt109 Vps75: -11; NSD2 inh: -2; CAL PDZ FP-1: -2.5; CAL PDZ FP-2: -4; PvdQ inh: -13

Results for Cn1nc(-c2ccc(N3CCN(CCO)CC3)c([N+](=O)[O-])c2)c2ccccc2c1=O ?
PfHsp90 set2: 38; dFosB activator: -4; MITF act: 2; SR-BI uptake up: 3; Rtt109 Vps75: 1; NSD2 inh: -1; CAL PDZ FP-1: -1.9; CAL PDZ FP-2: -1; SR-BI DiI inh: -3; PvdQ inh: -8

How did Fc1ccc(CCNC(=S)Nc2ccc(F)cc2)cc1 do in these assays?
PfHsp90 set2: 26; dFosB activator: -6; MITF act: 17; SR-BI uptake up: -35; Rtt109 Vps75: 0; NSD2 inh: -1; CAL PDZ FP-1: -1.1; CAL PDZ FP-2: -3; SR-BI DiI inh: 35; PvdQ inh: -12

What do the screens show for `O=C(N/N=C/c1ccccc1[N+](=O)[O-])c1ccc2nc[nH]c2c1`?
PfHsp90 set2: 5; dFosB activator: 1; SR-BI uptake up: -22; Rtt109 Vps75: -6; NSD2 inh: -3; CAL PDZ FP-1: -0.9; SR-BI DiI inh: 22; PvdQ inh: -18

How did Cc1cc(SCC(=O)c2ccccc2)n2ncc(-c3ccccc3)c2n1 do in these assays?
PfHsp90 set2: 1; dFosB activator: -1; MITF act: 75; SR-BI uptake up: -55; Rtt109 Vps75: -4; NSD2 inh: -2; CAL PDZ FP-1: -1.0; SR-BI DiI inh: 55; PvdQ inh: -3
